Source: PubChem BioAssay
GSK3A inh: blocks human GSK-3 alpha kinase. ADP-Glo luminescence, 60 min. inhibition, % at 10 µM. 320,000 compounds, 0.1% hits;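 in the data active = inhibition above about 50%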;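 also: GST-tagged GSK-3 alpha with peptide substrate and 25 µM ATP; 0% = DMSO neutral wells and 100% = GW8510 positive control wells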
Target sequence (P49840 whole entry, looked up): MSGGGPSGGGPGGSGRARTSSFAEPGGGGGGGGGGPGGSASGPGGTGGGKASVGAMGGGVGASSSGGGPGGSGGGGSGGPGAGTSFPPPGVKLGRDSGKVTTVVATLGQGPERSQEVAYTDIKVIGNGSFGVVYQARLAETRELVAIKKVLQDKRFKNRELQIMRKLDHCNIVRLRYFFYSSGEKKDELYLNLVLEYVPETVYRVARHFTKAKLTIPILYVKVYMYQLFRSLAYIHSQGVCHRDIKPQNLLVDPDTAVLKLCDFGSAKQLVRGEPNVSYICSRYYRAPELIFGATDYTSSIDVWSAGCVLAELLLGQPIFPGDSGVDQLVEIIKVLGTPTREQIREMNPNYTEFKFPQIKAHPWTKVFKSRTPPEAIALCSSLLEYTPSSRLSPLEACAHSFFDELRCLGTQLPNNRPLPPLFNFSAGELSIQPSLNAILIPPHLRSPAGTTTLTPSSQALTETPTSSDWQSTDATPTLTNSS
AI-2 QS mod: modulators of Vibrio harveyi AI-2 quorum sensing system | AID 2094 | 300,000 compounds, 0.4% hits | activity change, % at 7.5 µM | Vibrio harveyi JMH597 AI-2 luminescence/OD600 ratio, 9 h; active compounds read low; strain lacks LuxN and CqsS sensors; 0 = neutral-control median; in the data active = activity change below about -75%, passing the limit was not always enough;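 also: luminescence divided by OD600 gain over 9 h not by final OD600 alone; inactives centre near 13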
KLF5 inh: suppresses KLF5 promoter-driven expression; 290,000 compounds, 0.23% hits; DLD-1 KLF5 promoter-luciferase reporter, luminescence; inhibition, % at 5 µM;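 active = inhibition above a per-plate limit of that plate's mean compound inhibition plus 3 SD, cut at about 60% in these data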;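 also: 0% = DMSO wells and 100% = LY294002 at 200 µM; higher means less KLF5 promoter-driven luciferase light; inactives centre near -14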
GSK3beta inhib: inhibitors of human GSK3beta kinase. 300,000 compounds, 0.038% hits. AID 2097. P49841. GST-GSK3beta kinase, ADP-Glo luminescence, 60 min; active compounds read low. activity score (negative = inhibition), % at 10 µM;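 active = more than half of replicate wells score below -50%, meaning over 50% inhibition versus plate controls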;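 also: 0% = median DMSO wells and -100% = median GW8510 positive control wells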
Target sequence (P49841 whole entry, looked up): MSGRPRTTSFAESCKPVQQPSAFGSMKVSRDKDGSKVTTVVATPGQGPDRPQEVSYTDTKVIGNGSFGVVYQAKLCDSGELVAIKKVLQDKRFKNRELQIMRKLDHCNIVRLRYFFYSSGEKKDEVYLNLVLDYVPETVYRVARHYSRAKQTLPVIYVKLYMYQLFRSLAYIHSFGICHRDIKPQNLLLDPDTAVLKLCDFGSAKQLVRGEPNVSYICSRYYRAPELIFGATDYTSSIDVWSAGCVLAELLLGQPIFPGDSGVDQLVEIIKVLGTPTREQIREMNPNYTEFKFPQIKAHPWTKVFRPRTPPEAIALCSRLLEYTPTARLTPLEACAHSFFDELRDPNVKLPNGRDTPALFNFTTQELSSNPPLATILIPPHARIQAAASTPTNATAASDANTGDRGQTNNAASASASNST
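Test system: GST-tagged human GSK3beta kinase, cell-free; evaluation: activity score scaled between in-plate DMSO and GW8510 controls; measured by: ADP-Glo luminescence; incubation: 60 min reaction, RT; benchmarks: DMSO and 20 µM GW8510; reagent: peptide substrate plus 25 µM ATP (final); medium: Tris/MgCl2 kinase buffer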
HIF activator: HIF pathway transcriptional activation; U2OS HRE-luciferase reporter, luminescence; normalized: DMSO 0%, desferrioxamine 100%; activation, % at 7.5 µM (by protocol); 300,000 compounds, 0.32% hits; AID 1910;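 active = mean activation of at least 10% of the iron chelator positive control signal, with at least half of replicates also reaching 10%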
HSF1 activator: increases HSF-1 driven luciferase reporter signal | NIH3T3-HGL HSF-1 luciferase reporter, MG132, 8 h; 100% = twice DMSO control signal | activation, % at 9 µM | 300,000 compounds, 1.7% hits;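 active = mean replicate activation of at least 50% with a set share of replicates each reaching 50%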;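 also: 0% = median of the neutral control wells and 100% = twice that signal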
aSyn UTR inh: 5' untranslated region of α-synuclein, MLPCN primary screen; alpha-synuclein 5'UTR reporter, inhibitor activity; inhibition, % (tested at 7.5 µM); 300,000 compounds, 0.82% hits; AID 1813; in the data active = inhibition above about 60%;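 also: H4 neuroglioblastoma cells stably carrying SNCA 5'UTR luciferase fusion; 0% = DMSO wells and 100% = positive control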
IEC-6 tox: IEC-6 cytotoxicity, counter-screen for KLF5 inhibitors; luminescence viability; inhibition, % at 5 µM; 290,000 compounds, 0.78% hits; in the data active = inhibition above about 22%;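 also: 0% = plate median of test compound wells and 100% = cytotoxic reference compound wells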
HSF1 inh: HSF1 inhibition. AID 2098. NIH3T3-HGL HSE-luciferase, MG132-induced, luminescence 8 h; active compounds read low. activity change, negative = inhibition, % at 7.5 µM (by protocol). 300,000 compounds, 0.77% hits;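 active = more than half of replicate wells show activity change below -50%, luminescence cut by over half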;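 also: luciferase reports HSF-1 transcriptional activity via heat shock element; 0% = median of DMSO wells and -100% = zero luminescence signal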
HSP90 refold inh: HSP90 refolding inhibition in rabbit reticulocyte lysate; 290,000 compounds, 0.91% hits; inhibition, % at 5.6 µM; AID 1789; luciferase refolding luminescence, 3 h;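 active = inhibition above the screen-wide mean plus 3 SD, computed separately per campaign, cut at about 16% in these data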;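 also: 0% = DMSO wells and 100% = 60 µM geldanamycin wells; inhibitors lower the luminescence because luciferase stays unfolded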
Active calls of the source: *; nt = not tested or not shown. No enrichment for hits. Share with any hit: about 4.7%.

smiles | GSK3A inh | AI-2 QS mod | KLF5 inh | GSK3beta inhib | HIF activator | HSF1 activator | aSyn UTR inh | IEC-6 tox | HSF1 inh | HSP90 refold inh
CN1C(=O)CSc2ccc(NC(=O)NCCC3=CCCCC3)cc21 | -1 | 17 | -25 | 1 | 0.4 | 8 | -4 | 0 | 11 | 3
O=C(COC(=O)c1cccnc1Cl)NCc1ccco1 | nt | 27 | -6 | 1 | -0.6 | -5 | -5 | 1 | -14 | 3
O=C(Cc1ccccc1)N1CCN(c2ncccn2)CC1 | -6 | 20 | 22 | 3 | -0.8 | 4 | 5 | 7 | -2 | 4
Cc1cc(-c2csc(N)n2)c(C)n1-c1ccccc1 | -1 | 36 | -19 | 2 | 0.2 | 7 | -27 | -11 | -5 | -2
CCC(CC)c1nnc(NC(=O)CS(=O)(=O)c2ccc(C)cc2)s1 | -2 | 10 | -33 | -7 | -0.5 | 2 | 9 | -3 | -3 | -2
Nn1c(SCC(=O)Nc2ccc(F)cc2)nnc1-c1ccccn1 | 0 | 27 | -1 | 0 | 0.0 | 10 | 12 | 2 | 5 | -2
CNC(=O)c1ccccc1NC(=O)c1c(O)c2c([nH]c1=O)CCCC2 | 0 | nt | -8 | nt | 0.8 | -23 | 12 | 1 | 4 | 0
Cc1cc(C(=O)O)c(CCCN)s1 | -5 | 18 | -19 | 0 | -0.2 | -13 | 8 | -7 | -4 | -4
CN(C)CCOC(=O)CCCCCCCCC(=O)OCCN(C)C | -3 | 21 | -33 | 0 | -0.4 | 0 | -18 | 3 | 6 | 3
Cc1ccc(N(C(=O)c2ccc(Br)o2)C2C=CS(=O)(=O)C2)cc1 (stereo unspecified) | -3 | 18 | -16 | 1 | nt | 28 | 2 | 1 | 8 | -1

smiles | GSK3A inh | AI-2 QS mod | KLF5 inh | GSK3beta inhib | HIF activator | HSF1 activator | aSyn UTR inh | IEC-6 tox | HSF1 inh | HSP90 refold inh
O=C(COC(=O)c1cc(Br)ccc1O)NCC1CCCO1 (stereo unspecified) | 1 | 24 | nt | 0 | -33 | 9 | -23 | nt | -2 | nt
O=C1CC(N2CCN(c3ccc(S(=O)(=O)N4CCOCC4)cc3)CC2)C(=O)N1Cc1ccccc1 (stereo unspecified) | -1 | 11 | -8 | 1 | 0.1 | 8 | -6 | -3 | -13 | -5
CC(=O)c1ccc(S(=O)(=O)Nc2cccc(S(=O)(=O)NC3=NCCC3)c2)cc1 | -1 | 20 | -27 | -1 | -0.1 | -10 | 9 | 0 | -17 | 0
O=C(NCCCN1CCOCC1)c1ccc2c(c1)N(Cc1ccccc1)C(=O)c1ccccc1S2=O (stereo unspecified) | 1 | 6 | 2 | 1 | -0.4 | 25 | 7 | 1 | -1 | 0
Cc1ccc(Cl)cc1NC(=O)CNCC(c1ccccc1)N(C)C (stereo unspecified) | -2 | 22 | -10 | 1 | -1.0 | 10 | 5 | 0 | -1 | 1
CCN(CC)CCCn1c2c(c(SCC(=O)Nc3cccc4ccccc34)nc1=O)CCC2 | -1 | 16 | nt | 2 | 1.9 | -2 | -15 | nt | -3 | nt
O=C(NCc1ccccc1OC(F)(F)F)C1CCC(=O)N(CCc2ccccn2)C1 (stereo unspecified) | -2 | 15 | -20 | 1 | -0.4 | -16 | -4 | 0 | -4 | 0
CCN(CC)S(=O)(=O)c1ccc(NC(=O)c2ccc(Sc3nncn3C)c([N+](=O)[O-])c2)cc1 | 2 | 27 | 2 | 3 | -0.5 | 7 | 7 | -2 | -2 | -3
Nc1ccc(C23CC4CC(CC(CO)(C4)C2)C3)cc1 | -2 | 22 | -6 | 3 | 0.6 | -22 | -10 | -1 | -17 | 0
O=c1c2cc(Br)ccc2nc2n1CCCCC2 | -1 | 16 | -10 | 0 | 1.7 | 9 | -23 | 1 | 2 | -3

4 of these compounds, reformatted:
Cc1ccc(Cl)cc1NC(=O)CNCC(c1ccccc1)N(C)C (stereo unspecified)
  GSK3A inh: -2	AI-2 QS mod: 22	KLF5 inh: -10	GSK3beta inhib: 1	HIF activator: -1.0	HSF1 activator: 10	aSyn UTR inh: 5	IEC-6 tox: 0	HSF1 inh: -1	HSP90 refold inh: 1

CCN(CC)CCCn1c2c(c(SCC(=O)Nc3cccc4ccccc34)nc1=O)CCC2
  GSK3A inh: -1	AI-2 QS mod: 16	KLF5 inh: nt	GSK3beta inhib: 2	HIF activator: 1.9	HSF1 activator: -2	aSyn UTR inh: -15	IEC-6 tox: nt	HSF1 inh: -3	HSP90 refold inh: nt

O=C(NCc1ccccc1OC(F)(F)F)C1CCC(=O)N(CCc2ccccn2)C1 (stereo unspecified)
  GSK3A inh: -2	AI-2 QS mod: 15	KLF5 inh: -20	GSK3beta inhib: 1	HIF activator: -0.4	HSF1 activator: -16	aSyn UTR inh: -4	IEC-6 tox: 0	HSF1 inh: -4	HSP90 refold inh: 0

CCN(CC)S(=O)(=O)c1ccc(NC(=O)c2ccc(Sc3nncn3C)c([N+](=O)[O-])c2)cc1
  GSK3A inh: 2	AI-2 QS mod: 27	KLF5 inh: 2	GSK3beta inhib: 3	HIF activator: -0.5	HSF1 activator: 7	aSyn UTR inh: 7	IEC-6 tox: -2	HSF1 inh: -2	HSP90 refold inh: -3

Carrying on:
smiles | GSK3A inh | AI-2 QS mod | KLF5 inh | GSK3beta inhib | HIF activator | HSF1 activator | aSyn UTR inh | IEC-6 tox | HSF1 inh | HSP90 refold inh
Cc1cccc(NC(=O)c2ccc(NC(=O)c3ccccc3Br)cc2)c1 | -2 | 20 | -26 | -3 | 0.5 | 23 | -12 | 2 | 1 | -1
O=C(NN1C(=O)c2ccccc2NC1c1ccccn1)c1ccccc1 (stereo unspecified) | 0 | 13 | 7 | 3 | -0.4 | -7 | 5 | 0 | -6 | -1
COCC(C)NS(=O)(=O)c1ccccc1 (stereo unspecified) | -1 | 28 | -3 | -1 | -0.1 | 3 | 22 | 0 | -1 | 3
COc1ccc(C(=O)NCC(=O)N/N=C/C(C)=C/c2ccco2)cc1OC | -2 | 21 | 12 | 4 | 0.2 | 12 | -62 | -4 | 2 | -2
O=C1c2ccccc2C(=O)N1CN(C(=O)c1ccccc1[N+](=O)[O-])c1ccc(F)cc1 | -1 | 12 | 2 | -1 | -0.6 | -9 | 0 | 4 | -4 | -3
CC(C)(C)N1C(=O)c2ccc(C(=O)Nc3nccs3)cc2C1=O | 2 | 9 | -89 | 4 | 2.7 | 37 | -156 | 5 | 21 | 1
CCN(C(=S)NC(=O)c1ccccc1Br)C1CCCCC1 | -1 | 11 | -7 | 0 | 0.0 | -15 | 2 | 8 | 0 | 8
Cc1ccc(C2=NN(CC(=O)NCc3cccnc3)C(=O)CC2)cc1 | 1 | 6 | -6 | 0 | -0.1 | 3 | 9 | -5 | -3 | -1
CCc1ccc2c(CN3CCN(S(=O)(=O)c4cccs4)CC3)cc(=O)oc2c1 | -2 | 24 | 2 | -2 | -0.2 | 4 | 3 | 1 | -4 | -4
Cc1ccc(C2CC(c3cccs3)=NN2C(=O)CSc2nc(=O)n3ccc(C)cc3n2)cc1 (stereo unspecified) | nt | 27 | nt | -8 | -0.2 | 7 | -11 | nt | 10 | nt

smiles | GSK3A inh | AI-2 QS mod | KLF5 inh | GSK3beta inhib | HIF activator | HSF1 activator | aSyn UTR inh | IEC-6 tox | HSF1 inh | HSP90 refold inh
CC(C)Cn1c(SCC(=O)NC2CCCc3ccccc32)nc(O)cc1=O (stereo unspecified) | -4 | 16 | -3 | 3 | 0.7 | -3 | 0 | -4 | -6 | 1
Cc1[nH]n(-c2ccccc2)c(=O)c1/C=N/Nc1nncc(-c2ccccc2)n1 | 1 | -64 | 35 | -6 | -0.2 | -5 | 91* | 0 | -14 | 1
CCN1CCN(C(=S)NCC(C)C)CC1 | -1 | 31 | -13 | 4 | 0.1 | -6 | 4 | -2 | 1 | 0
CC(C)(C)OC(=O)N1CCC[C@H]1C(=O)Nc1ccc(C#N)cc1 | -2 | 5 | 1 | 1 | -0.5 | 12 | -12 | -7 | 1 | -5
COc1cc(OC)cc(C(=O)NNS(=O)(=O)c2ccc(F)cc2)c1 | 0 | 5 | 2 | -5 | -1.1 | -9 | -4 | 3 | -6 | 1
O=C(CN1C(=O)NC2(CCCCCC2)C1=O)c1ccc(F)cc1 | 0 | 4 | nt | 5 | 0.6 | 1 | -15 | nt | 1 | nt
C/C(=N\NC(=O)CCc1ccccc1)c1ccc(Br)cc1 | 0 | 6 | 18 | 2 | -0.3 | 4 | 4 | 5 | 6 | 3
Cc1c(C#N)c(O)[nH]c(=O)c1N=Nc1ccc(Cl)c(C(=O)O)c1 | 34 | 14 | -68 | 3 | -1.4 | -3 | -3 | -18 | -8 | -3
COc1ccc(/C=N/NC(=O)c2cccc(OC(F)(F)C(F)F)c2)cc1O | 0 | 6 | -36 | 0 | 0.1 | 5 | 0 | 2 | 4 | -3
O=C(Nc1ccc(Cl)c(Cl)c1)c1ccc(Cl)c(Cl)c1 | -3 | 5 | -99 | -1 | 3.8 | 44 | -102 | 4 | 28 | -1

compound | GSK3A inh | AI-2 QS mod | KLF5 inh | GSK3beta inhib | HIF activator | HSF1 activator | aSyn UTR inh | IEC-6 tox | HSF1 inh | HSP90 refold inh
CC(C)C(=O)NC(Nc1cccc([N+](=O)[O-])c1)C(Cl)(Cl)Cl (stereo unspecified) | -1 | 22 | -10 | -8 | 0.2 | 12 | 17 | 3 | -1 | -2
CC(=O)NS(=O)(=O)c1ccc(N2C(=O)c3ccccc3C2=O)cc1 | 1 | 12 | 13 | 1 | -0.5 | -8 | 2 | 9 | -4 | -1
c1ccc(CCCN2CCOCC2)cc1 | -3 | 21 | -56 | 0 | -1.0 | -5 | 7 | 0 | 1 | -5
COc1cccc(COC(=O)C2CCN(S(=O)(=O)c3cccs3)CC2)c1OC | 1 | 22 | nt | 2 | 0.5 | 2 | 2 | nt | -11 | nt
CCCCCC(=O)N/N=C/c1cccs1 | -1 | 11 | 4 | 0 | 0.4 | 2 | 0 | 0 | -6 | 1
CO[C@H]1O[C@@H]2O[C@@]3(C)CC[C@H]4[C@H](C)CC[C@@H]([C@H]1C)[C@@]24OO3 | -2 | 37 | nt | 3 | 0.0 | -9 | 7 | nt | -5 | nt
CC(O)[C@H]1CNCCN1CC1(c2ccccc2)CC1 (stereo partly specified) | -2 | 7 | nt | 4 | -0.1 | -17 | 8 | nt | -5 | nt
Cc1ccc(-n2c(CNc3ccc(F)cc3)nnc2SCC(=O)NCc2ccco2)cc1 | 2 | 12 | -14 | 6 | -0.5 | 0 | -18 | -8 | 8 | 1
Cc1ccc(CCNC(=O)CNC(=O)c2cccs2)cc1 | -1 | -6 | 15 | -1 | 0.2 | 5 | 7 | 4 | -6 | 0
CC(C)CC(CO)N1CCN(C(=O)c2ccc(Cl)c(Cl)c2)CCC1=O (stereo unspecified) | 1 | 3 | nt | -27 | -0.5 | 5 | -11 | nt | -6 | nt
COc1ccc(NC(=O)Nc2ccc(N(C)C)cc2)cc1 | 1 | 1 | -109 | -2 | 5.5 | 20 | -124 | 0 | 9 | 3
